# Screens from PubChem BioAssay.
# RORgamma inh = qHTS for inhibitors of ROR gamma transcriptional activity | Potency, µM (highest dose often 53.6 µM), for inactives: top-dose activity change, negative = inhibition, actives largely listed as inhibitors | Nuclear receptor ROR-gamma (Mus musculus), P51450 | actives 5.4% (n = 310,000) | Drosophila S2 Gal4-RORgamma UAS-luciferase reporter, 20 h; also: potency is read from the fitted curve at half-maximal effect; % is scaled to controls: 0 for no effect and ±100 for the full control effect; nearly all actives have a fitted effect of over 60% in size
# Target sequence (P51450 whole entry, looked up, the tested form may be a part): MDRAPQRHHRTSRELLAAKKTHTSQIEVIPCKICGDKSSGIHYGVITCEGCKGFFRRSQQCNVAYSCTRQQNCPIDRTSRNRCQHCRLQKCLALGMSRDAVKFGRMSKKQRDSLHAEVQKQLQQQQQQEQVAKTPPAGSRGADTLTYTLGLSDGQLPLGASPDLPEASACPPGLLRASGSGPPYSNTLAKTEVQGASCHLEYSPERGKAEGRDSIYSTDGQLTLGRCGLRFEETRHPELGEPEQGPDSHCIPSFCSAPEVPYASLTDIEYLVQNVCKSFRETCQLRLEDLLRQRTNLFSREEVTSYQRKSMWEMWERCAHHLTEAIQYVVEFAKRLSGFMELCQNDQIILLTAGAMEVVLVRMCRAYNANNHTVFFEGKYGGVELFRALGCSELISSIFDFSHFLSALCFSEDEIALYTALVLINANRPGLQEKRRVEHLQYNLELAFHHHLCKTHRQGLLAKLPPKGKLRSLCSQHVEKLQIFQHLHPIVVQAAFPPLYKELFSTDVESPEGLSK
#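 A Gal4/UAS one-hybrid system in insect cells: metallothionein-promoter Gal4–ROR gamma fusion plus Photinus luciferase reporter. Copper sulfate 700 uM final, 20 hr ambient incubation, luminescent detection after 10 min with reagent.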
# p53 reactivator = qHTS assay for re-activators of p53 using a Luc reporter; actives 0.063% (n = 320,000); AID 504706, 2011; Potency, µM (highest dose often 92.2 µM), inactives show top-dose activity change, positive = activation, usual class: activators; H1299 p53-A138V BP100-luciferase reporter, luminescence, 24 h; also: potency is read from the fitted curve at half-maximal effect; % of control where 0% means no effect; nearly all actives have a fitted effect of over 45% in size
#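 p53-null H1299 cells stably carrying temperature-sensitive p53-A138V and a BP100-luciferase reporter were pinned with compounds (4-point, 1:5 series) and held 24 hrs at 37 deg C. Luminescence was read 10 min after detection reagent.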
# ELG1 genotoxic = qHTS screen for small molecules that induce genotoxicity in human embryonic kidney (HEK293T) cells expressing luciferase-tagged ELG1; HEK293T ELG1-luciferase reporter, luminescence, 16 h; Potency, µM (titrated, usually from 46 µM), for inactives: at the top dose activity change, positive = activation, hits mostly activators; actives 1.3% (n = 330,000); AID 504466, 2011; also: potency is read from the fitted curve at half-maximal effect; % of control where 0% means no effect; nearly all actives have a fitted effect of over 60% in size
#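 Step 1: seed 2,000 HEK293T ELG1-luciferase cells per well. Step 2: add compound or DMSO, incubate 16 hr at 37 °C. Step 3: ONE-Glo, 30 min at room temperature, read luminescence.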
# VP16 counter = VP16 counterscreen qHTS for inhibitors of ROR gamma transcriptional activity | Drosophila S2 Gal4-VP16 UAS-luciferase, luminescence, 20 h | Potency, µM (highest dose often 53.6 µM), inactives show at the highest dose activity, negative = inhibition, usual class: inhibitors | actives 3.5% (n = 310,000) | AID 2546, 2010;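 also: Gal4-VP16 expression switched on by copper sulfate through the metallothionein promoter; potency is read from the fitted curve at half-maximal effect; % is scaled to controls: 0 for no effect and ±100 for the full control effect; nearly all actives have a fitted effect of over 50% in size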
# Tb PFK inh = qHTS Assay to Find Inhibitors of T. brucei phosphofructokinase. ATP-dependent 6-phosphofructokinase (Trypanosoma brucei brucei), O15648. T. brucei PFK, ADP-Glo luminescence. Potency, µM (series often up to 57.5 µM), inactives show at the top dose activity, negative = inhibition, usual class: inhibitors. actives 0.17% (n = 330,000). AID 485367, 2010;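 also: potency is read from the fitted curve at half-maximal effect; 0% = uninhibited 1x PFK enzyme wells and -100% = no-enzyme wells; nearly all actives have a fitted effect of over 60% in size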
# Target sequence (O15648 whole entry, looked up): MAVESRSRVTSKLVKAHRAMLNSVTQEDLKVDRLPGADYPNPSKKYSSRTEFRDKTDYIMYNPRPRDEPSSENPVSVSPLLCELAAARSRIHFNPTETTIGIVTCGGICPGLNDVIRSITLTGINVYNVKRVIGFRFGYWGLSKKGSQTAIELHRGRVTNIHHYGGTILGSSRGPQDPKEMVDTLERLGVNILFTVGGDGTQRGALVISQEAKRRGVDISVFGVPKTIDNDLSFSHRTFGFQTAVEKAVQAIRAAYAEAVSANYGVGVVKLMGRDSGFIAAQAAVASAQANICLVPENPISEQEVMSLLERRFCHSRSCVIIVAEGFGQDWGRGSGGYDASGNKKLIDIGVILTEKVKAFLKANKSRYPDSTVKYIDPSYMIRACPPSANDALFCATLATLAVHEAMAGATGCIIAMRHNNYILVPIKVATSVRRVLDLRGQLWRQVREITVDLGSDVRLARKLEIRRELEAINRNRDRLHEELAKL
#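 In TEA buffer at pH 8.0 with 5 mM MgCl2, enzyme (1.25 nM) converted F6P (0.5 mM) and ATP (0.1 mM) for 45 min at room temperature. ADP product was read by luciferase luminescence.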
# TRPV1 agonist = HTS Assay for Compounds that Act as Agonists of the Vanilloid Receptor 1. Transient receptor potential cation channel subfamily V member 1 (Homo sapiens), Q8NER1. TRPV1-expressing cells, Fluo-8 calcium influx, agonist mode. activation, % at 8.33 µM. actives 0.19% (n = 320,000). AID 540275, 2011; in the data active = activation above about 80%; inconclusive = between about 30% and that limit; also: 0% is about no effect
#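 TRPV1-expressing cells were cultured overnight at 35.5C and loaded with Fluo-8 calcium dye for 40 to 90 min at room temperature. After a 10 s baseline, compound was added and calcium influx was read kinetically for 3 min (ex 480/em 520 nm).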
# ELG1 repair inh = qHTS screen for small molecules that inhibit ELG1-dependent DNA repair in human embryonic kidney (HEK293T) cells expressing luciferase-tagged ELG1. HEK293T ELG1-luciferase reporter, luminescence, 16 h; DNA damage induced by 5-fluorouridine. Potency, µM (doses to about 46.1 µM), inactives show at the highest dose activity change, negative = inhibition, usual class: inhibitors. actives 2.3% (n = 330,000); also: potency is read from the fitted curve at half-maximal effect; % is scaled to controls: 0 for no effect and ±100 for the full control effect; nearly all actives have a fitted effect of over 55% in size
#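 DMSO vehicle served as the neutral condition. Each well held 2,000 cells given 5-fluorouridine plus compound; after 16 hr at 37 °C/5% CO2, ONE-Glo was added and luciferase measured 30 min later.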
# Rab9 prom act = qHTS Assay for Rab9 Promoter Activators; Huh7 Rab9 promoter-luciferase reporter, luminescence, 24 h; Potency, µM (highest dose often 9.22 µM), inactives show top-dose activation, negative = inhibition, most hits filed as activators; actives 2.8% (n = 320,000); also: potency is read from the fitted curve at half-maximal effect; % of control where 0% means no effect; nearly all actives have a fitted effect of over 60% in size
#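 Stable Rab9-luc Huh7, 1500 cells/well, 2 h settle; cmpd in DMSO, 24 h, 37 °C/5% CO2; luciferase reagent 10 min RT; luminescence.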
# BRCA1 expr act = qHTS Assay to Identify Small Molecule Activators of BRCA1 Expression | MCF7-BRCA1-FFLuc reporter, luminescence, 48 h; response scale: scaled: vehicle 0%, 10 µM genistein 100% | Potency, µM (doses to about 46.1 µM), for the others: at the highest dose activation, most hits filed as activators | actives 1.1% (n = 380,000) | AID 624202, 2012; also: potency is read from the fitted curve at half-maximal effect; nearly all actives have a fitted effect of over 80% in size; some results filed as inactive show a strong effect at the top dose
#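 MCF7 cells carrying a BRCA1-firefly luciferase reporter (2000 cells/well, phenol-red free MEM) were attached for 2 h at 37 °C, then given compounds for 48 h. Luminescence was read 15 min after luciferase reagent; activity normalized to genistein (10 microM) and DMSO.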
# FLuc counter = qHTS profiling assay for firefly luciferase inhibitor/activator using purifed enzyme and Km concentrations of substrates (counterscreen for miR-21 project). purified FLuc, Km substrates, luminescence inhibition. Luciferin 4-monooxygenase (Photinus pyralis), P08659. actives 6.9% (n = 360,000). AID 588342, 2011. Potency, µM (series often up to 57.5 µM), inactives show top-dose activity change, negative = inhibition, most hits filed as inhibitors;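 also: potency is read from the fitted curve at half-maximal effect; plate controls were vehicle for no effect and reference inhibitor for full effect; nearly all actives have a fitted effect of over 55% in size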
#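 Purified P. pyralis luciferase, 10 nM final, with Km-level 10 uM D-luciferin and 10 uM ATP in 50 mM Tris acetate pH 7.5, 10 mM Mg acetate, 0.01% Tween-20, 0.05% BSA; 6-point qHTS titration about 60 µM downward; luminescence read.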
# NPC1 prom act = qHTS Assay for NPC1 Promoter Activators; Potency, µM (series often up to 9.22 µM), without a hit: top-dose activation, usual class: activators; actives 2.4% (n = 320,000); Huh7 NPC1 promoter luciferase reporter, 24 h;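 also: potency is read from the fitted curve at half-maximal effect; % of control where 0% means no effect; nearly all actives have a fitted effect of over 60% in size; reporter is driven by a mutant NPC1 promoter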
#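 Huh7 reporter cells (NPC1 promoter driving luciferase) are dosed with compound for 24 h at 37 °C, 5% CO2; luciferase detection reagent is then added and luminescence measured after 10 min at ambient temperature.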
# * hit, by the source's call; ? = inconclusive; / = no result given; & = joins results of further samples; [ ] = dose if it differs, or a comment. Unless noted, calls follow the shape of the dose curve; as a rule, active = well fitted curve in the direction sought with a large enough effect; inconclusive = small, poorly fitted or top-dose-only effect, or another doubt; inactive = no such curve, though single readings can be large; an effect the other way counts as inactive or inconclusive. Rows are unselected. Share with any hit: about 15%.
# Short keys – A = RORgamma inh; B = p53 reactivator; C = ELG1 genotoxic; D = VP16 counter; E = Tb PFK inh; F = TRPV1 agonist; G = ELG1 repair inh; H = Rab9 prom act; I = BRCA1 expr act; J = FLuc counter; K = NPC1 prom act
mol: CC(C)[C@H](NC(=O)OCc1ccccc1)C(=O)NC(C=O)Cc1ccccc1 (some centres not stated)
  A: / | B: -8% | C: -3% | D: / | E: -7% | F: 14 | G: 11% | H: 0% | I: -24% | J: 1% | K: 5%

mol: COc1cccc(NC(=S)NC(=O)c2cccnc2)c1
  A: 20µM* | B: / | C: 5% | D: -94% | E: 2% | F: 3 | G: 26% | H: 10% | I: 2% | J: ? | K: 14%

mol: CCn1cc(S(=O)(=O)NC(C)c2cc(OC)ccc2OC)cn1 (configuration not stated)
  A: -13% | B: -7% | C: 6% | D: -7% | E: -2% | F: 1 | G: -3% | H: 2% | I: 8% | J: 1% | K: 1%

mol: CCN(CC)c1ccc(/C=C(\C#N)C(=O)NCc2ccccc2)cc1
  A: ? | B: -1% | C: 2% | D: -28% | E: 0% | F: 14 | G: ? | H: 0% | I: -4% | J: ? | K: 0%

mol: COc1ccc(NS(=O)(=O)c2cc(NC(=O)c3nc4nc(C)cc(C)n4n3)ccc2C)cc1
  A: 4% | B: -5% | C: -4% | D: 6% | E: -4% | F: 0 | G: ? | H: -4% | I: -37% | J: -9% | K: -2%

mol: O=C(O)CCC(=O)Nc1ccc(N2CCCCCC2)cc1
  A: 2.5µM* | B: -4% | C: 0% | D: -25% | E: -7% | F: 22 | G: ? | H: -4% | I: -17% | J: 19µM* | K: 10%

mol: Cc1c(NC(=O)c2cc(-c3ccc(Cl)s3)nc3ccccc23)c(=O)n(-c2ccccc2)n1C
  A: -5% | B: 1% | C: 0% | D: -8% | E: 20% | F: -1 | G: ? | H: -9% | I: -62% | J: -19% | K: 0%

mol: CCn1c(C)nc2cc(C(=O)N/N=C/c3ccc(N4CCOCC4)cc3)ccc21
  A: 20% | B: -2% | C: 0% | D: -23% | E: -1% | F: -3 | G: 7% | H: 2% | I: -1% | J: -18% | K: 11%

mol: COc1ccc(C(=O)CSc2nnc(CN3CCCCC3)n2-c2ccc(Cl)cc2)cc1OC
  A: 32% | B: -4% | C: -3% | D: -2% | E: -1% | F: 25 | G: ? | H: -1% | I: -32% | J: -1% | K: -7%

mol: CSCCC(C(=O)NC1=NCCS1)N1C(=O)c2ccccc2C1=O (configuration not stated)
  A: -12% | B: -3% | C: 1% | D: -3% | E: -6% | F: 2 | G: -5% | H: 14% | I: -27% | J: 2% | K: 0%

mol: CC1(C)Cc2cccc(C(=O)Nc3ccncc3)c2O1
  A: -18% | B: -5% | C: -5% | D: -13% | E: -2% | F: 0 | G: -16% | H: -13% | I: 0% | J: 0% | K: 9%

mol: COc1ccc(N2C(=O)c3ccccc3NC2c2ccc(OC)c(CSc3ccccn3)c2)cc1 (configuration not stated)
  A: 15% | B: 9% | C: ? | D: -1% | E: 0% | F: 0 | G: 0% | H: 25% | I: 67% | J: ? | K: ?

mol: COc1ccc(NC(=S)Nc2ccccc2)cc1
  A: ? | B: 5%&8% | C: 3%&3% | D: ? | E: -1%&-1% | F: 6&9 | G: ? | H: 14%&1% | I: 2%&44% | J: -19% | K: -1%&1%

mol: COCCNC(=S)NNC(=O)c1cc(C2CC2)nc2ccccc12
  A: 11µM* | B: 14% | C: 1% | D: -27% | E: 3% | F: -3 | G: 3% | H: -8% | I: -5% | J: 12µM* | K: -7%

mol: CCCOc1ccc(-c2nnn(CC(=O)Nc3cccc(C(=O)OC)c3)n2)cc1
  A: -11% | B: 18% | C: 2% | D: -9% | E: -2% | F: 2 | G: -1% | H: 2% | I: -31% | J: -2% | K: -6%

mol: O=c1cc(C(F)(F)F)oc2c1ccc1ccccc12
  A: 1% | B: -2% | C: 2% | D: -2% | E: -1% | F: 4 | G: 0% | H: -5% | I: -3% | J: -16% | K: 5%

mol: O=C(NCc1ccc(F)cc1)Nc1ccc(Cl)cc1
  A: -24% | B: -6% | C: 4% | D: 13% | E: -16% | F: 80* | G: ? | H: 27% | I: 71% | J: -19% | K: 26%

mol: CCC[C@H]1COCCS(=O)(=O)N1Cc1ccc(Br)cc1
  A: -7% | B: 5% | C: -2% | D: -15% | E: -3% | F: 2 | G: 11% | H: -1% | I: / | J: 2% | K: -6%

mol: Cc1ccc(NS(=O)(=O)c2ccc3c(c2)oc(=O)n3C)c(C)c1
  A: ? | B: 3% | C: 0% | D: 8% | E: 3% | F: 1 | G: 1% | H: 1% | I: -57% | J: -2% | K: 2%

mol: CC(C(=O)Nc1nccs1)c1ccc([N+](=O)[O-])cc1 (configuration not stated)
  A: -34% | B: -6% | C: -3% | D: 8% | E: -2% | F: -4 | G: 3% | H: -6% | I: 2% | J: 0% | K: -8%

mol: CC(C)NS(=O)(=O)c1ccc(OCC(=O)Nc2ccccc2F)cc1
  A: 15% | B: 25% | C: -4% | D: 4% | E: 23% | F: 1 | G: 7% | H: 0% | I: 5% | J: 2%[2.3 µM] | K: 0%

mol: CC(Sc1cccc2cccc(C(=O)O)c12)C(=O)O (configuration not stated)
  A: 17% | B: 2% | C: -3% | D: -15% | E: 6% | F: 2 | G: 10% | H: 5% | I: 13% | J: -2% | K: 6%

mol: CC(C)(C)NCc1cc(Br)ccc1OC1CCCC1
  A: 11% | B: -2% | C: -12% | D: -6% | E: 7% | F: 7 | G: -10% | H: -4% | I: -9% | J: 0% | K: 0%

# Sorted by formula weight (descending): some entries from above.
# Short keys – A = RORgamma inh; B = p53 reactivator; C = ELG1 genotoxic; D = VP16 counter; E = Tb PFK inh; F = TRPV1 agonist; G = ELG1 repair inh; H = Rab9 prom act; I = BRCA1 expr act; J = FLuc counter; K = NPC1 prom act
mol: COc1ccc(C(=O)CSc2nnc(CN3CCCCC3)n2-c2ccc(Cl)cc2)cc1OC
  A: 32% | B: -4% | C: -3% | D: -2% | E: -1% | F: 25 | G: ? | H: -1% | I: -32% | J: -1% | K: -7%

mol: COc1ccc(N2C(=O)c3ccccc3NC2c2ccc(OC)c(CSc3ccccn3)c2)cc1 (configuration not stated)
  A: 15% | B: 9% | C: ? | D: -1% | E: 0% | F: 0 | G: 0% | H: 25% | I: 67% | J: ? | K: ?

mol: Cc1c(NC(=O)c2cc(-c3ccc(Cl)s3)nc3ccccc23)c(=O)n(-c2ccccc2)n1C
  A: -5% | B: 1% | C: 0% | D: -8% | E: 20% | F: -1 | G: ? | H: -9% | I: -62% | J: -19% | K: 0%

mol: CCCOc1ccc(-c2nnn(CC(=O)Nc3cccc(C(=O)OC)c3)n2)cc1
  A: -11% | B: 18% | C: 2% | D: -9% | E: -2% | F: 2 | G: -1% | H: 2% | I: -31% | J: -2% | K: -6%

mol: CC(C)NS(=O)(=O)c1ccc(OCC(=O)Nc2ccccc2F)cc1
  A: 15% | B: 25% | C: -4% | D: 4% | E: 23% | F: 1 | G: 7% | H: 0% | I: 5% | J: 2%[2.3 µM] | K: 0%

mol: CCn1cc(S(=O)(=O)NC(C)c2cc(OC)ccc2OC)cn1 (configuration not stated)
  A: -13% | B: -7% | C: 6% | D: -7% | E: -2% | F: 1 | G: -3% | H: 2% | I: 8% | J: 1% | K: 1%

mol: CCN(CC)c1ccc(/C=C(\C#N)C(=O)NCc2ccccc2)cc1
  A: ? | B: -1% | C: 2% | D: -28% | E: 0% | F: 14 | G: ? | H: 0% | I: -4% | J: ? | K: 0%

mol: CC(C)(C)NCc1cc(Br)ccc1OC1CCCC1
  A: 11% | B: -2% | C: -12% | D: -6% | E: 7% | F: 7 | G: -10% | H: -4% | I: -9% | J: 0% | K: 0%
